Screening results as filed in PubChem.
bCat nuc transl: alters nuclear translocation of beta-catenin in HeLa cells. immunofluorescence imaging. nuclear translocation activity, % at 5 µM. 0.3% of 190,000 active. AID 1665;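 active = nuclear translocation activity above 50% at 5 µM, with a well cell count of 50 or more; inconclusive = wells under 50 cells across six images, flagged as toxic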;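 note: per-cell ratio of nuclear to cytoplasmic median beta-catenin stain intensity; plate controls were DMSO negative control for no effect and GSK-3 inhibitor IX positive control for full effect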
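Test system: human HeLa cells, native beta-catenin. Compound dosing: 5 µM primary single dose, 0.1% DMSO, 0.02–20 µM confirmation series. Incubation: compound exposure 24 h at 37°C. Detection: beta-catenin immunostaining with DAPI counterstain, 20x imaging, 6 fields/well. Read-out basis: Nuclear/cytoplasmic beta-catenin signal ratio, % activation.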
Lipid droplet: modulators of hepatic lipid droplet formation; 0.4% of 240,000 active; AML12 mouse hepatocytes, oleate lipid droplets, BODIPY imaging; inhibition, % at 6.5 µM;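 active = lipid droplet intensity inhibited by at least 50%, with more than 500 cells counted; inconclusive = wells with under 300 cells, treated as cytotoxic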
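Material: mouse AML12 hepatocyte cell line, fixed after treatment; Timing: compound with oleate, overnight; Technique: high-content imaging of BODIPY-stained droplets and DAPI nuclei; Probe or stimulus: oleate, 100 µM final; Dosing: compound at 6.5 µM only.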
Myeloid diff MLP: compounds promoting myeloid differentiation | ER-HoxA9 myeloid progenitors, lysozyme-GFP differentiation, flow cytometry | calls only at 10 µM | 1% of 360,000 active | AID 624256;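 active = normalized GFP-positive differentiation at or above the plate's own cutoff, the solvent-only control mean plus 3 SD; inconclusive = no clear call, values can overlap the other calls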;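 note: cells exposed to compound for four days before flow analysis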
MT stabilizer: stabilizes microtubules in HeLa cells. HeLa tubulin immunostaining HCS, 24 h; share of cells brighter than vehicle mean+2SD. % tubulin-high responders, % at 10 µM. 0.83% of 200,000 active;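 active = plate Z-score above 3 for both tubulin-high and condensed-nucleus cell shares, with cell loss under 80%, at 10 µM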;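 note: anti alpha tubulin signal scored within the nucleus-defined area of each cell; some results filed as inactive read as strong as hits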
Autophagy mod: alters autophagy in cells | MEF GFP-LC3 puncta imaging; test concentration mostly 10 µM | calls only at 10 µM (by protocol) | 0.98% of 190,000 active;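 active = percentage of spot-positive cells more than 3 SD above its plate mean, without a fluorescence outlier flag or 80% toxicity; inconclusive = no clear call, values can overlap the other calls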;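 note: spot-positive cell cutoff set from DMSO-treated cells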
West Nile antiviral: West Nile virus antiviral activity, cell-based, CPE readout (AID 1621). one-dose CPE inhibition, % at 10 µM; IC50 in µM for titrated hits. 0.02% of 290,000 active. West Nile virus-infected cells, CPE inhibition; higher % means a stronger effect; in the data active = a potency from the dose series; inconclusive = CPE inhibition mostly from about 3.7% at the one dose, without a potency; inactive = the rest, 99 in 100 with CPE inhibition below about 2.2%; note: strong numbers were not always called active
T cell modulator: T cell immune modulators affecting CD8 T cell-vesicle binding | 2C CD8+ T cell-vesicle binding, flow cytometry; hits give low values | calls only at 7 µM | 0.068% of 330,000 active | AID 2052;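 active = response, share of CD8 T cells binding vesicles, and their 90th percentile fluorescence all below set limits, cut at about 80% in these data, passing the limit was not always enough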
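Assay system – 2C mouse CD8+ T cells · Also added – QL9-loaded Drosophila micro-vesicles · Timing – Cell–vesicle co-incubation 1.5 h at 37 °C, staining 20 min on ice · Signal – flow cytometry of vesicle-bound cells · Measure – percent CD8+ FL2 mean versus row control · Controls – Peptide-free naked vesicles (low) and QL9 vesicles with 0.7% DMSO vehicle (high)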
WT yeast gro inh: growth inhibition of WT yeast, mitochondrial fusion screen; mitochondrial fusion phenotypic screen, WT strain; inhibition, % at 10 µM; 2.1% of 190,000 active; AID 1362; in the data active = inhibition above about 58%; tested in S. cerevisiae
Insulin prom up: MIN6 insulin promoter up-regulation. MIN6 insulin promoter-GFP reporter, high-content imaging; hits give high values. z-score at 5 µM. 0.3% of 190,000 active. AID 1625;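 active = z-score above 3 at 5 µM with at least 500 cells counted in the well; inconclusive = wells under 500 cells, flagged as cytotoxic or low count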
WT yeast gro inh mutant strain: second read-out of WT yeast gro inh, no call of its own (marks repeat the call); inhibition, %; mitochondrial fusion phenotypic screen, mutant strain inhibition
Insulin prom up cell count: further read-out of Insulin prom up, marked with its call; cell count; measured here: cytotoxicity, nuclei count;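 total cells summed across four imaged fields per well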
Lipid droplet cells 6.5 µM: further read-out of Lipid droplet, marked with its call; cell count; measured here: cell count, cytotoxicity flag;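 cells counted across two imaged fields per well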
bCat nuc transl cell count 5 µM: also measured in bCat nuc transl; calls as there; cell count; measured here: cell count, cytotoxicity flag
T cell modulator vesicle-bound %: second read-out of T cell modulator, no call of its own (marks repeat the call); double positive events, %; measured here: CD8+ vesicle-bound cell fraction;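 binding gate set so that unloaded-vesicle control wells show 10% double positive cells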
MT stabilizer Hoechst-high %: also measured in MT stabilizer; calls as there; % Hoechst-high responders; measured here: nuclear condensation Hoechst responders;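 share of cells brighter than vehicle mean plus two SD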
MT stabilizer cytotoxicity %: recorded beside MT stabilizer, whose call it bears; toxicity, %; measured here: cytotoxicity by cell density;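 0% = mean cell density of plate MIN control wells and 100% = no cells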
Autophagy mod cell loss 18 h: second read-out of Autophagy mod, no call of its own (marks repeat the call); toxicity, %; measured here: cell loss, nuclei count;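 cell loss after 18 h compound exposure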
Myeloid diff MLP GFP+ MAC1+ %: also measured in Myeloid diff MLP; calls as there; GFP+ MAC1+ double positive, %; measured here: differentiation confirmed by MAC1 staining
* hit, by the source's call; i = inactive; u = inconclusive; x = no result given; + = active, no number. Random draw from the library. About 3.9% of those tested had a hit in this group.

SMILES	bCat nuc transl	bCat nuc transl cell count 5 µM	Lipid droplet	Lipid droplet cells 6.5 µM	Myeloid diff MLP	Myeloid diff MLP GFP+ MAC1+ %	MT stabilizer	MT stabilizer Hoechst-high %	MT stabilizer cytotoxicity %	Autophagy mod	Autophagy mod cell loss 18 h	West Nile antiviral	T cell modulator	T cell modulator vesicle-bound %	WT yeast gro inh	WT yeast gro inh mutant strain	Insulin prom up	Insulin prom up cell count
COC(=O)c1c(NC(=O)CN(c2ccc(C)c(C)c2)S(C)(=O)=O)sc2c1CCCC2	-1.3	1126	6	668	i	0.5	3.2	1.0	1.9	i	-1	-0.8%	i	45	1	-18	-0.16	1445
Cc1c(C(=O)O)cccc1-c1ccc(/C=N/Nc2ccc(Br)cc2)o1	-1.1	502	6	708	i	0.4	3.5	3.5	7.8	i	0	0.3%	i	45	50	54	0.33	1200
O=c1[nH]c(O)c(C=Nc2ccc(Cl)cc2Cl)c(=O)[nH]1	1.2	1325	1	679	i	0.7	x	x	x	x	x	0.1%	x	x	x	x	-0.01	994
C/C(NCc1ccccc1)=C(\C#N)C(=O)NCc1ccccc1	-5.2	1168	2	813	i	0.9	1.0	1.6	10	i	-5	0.1%	i	18	-14	-64	-0.29	835
CC1CN(CC(O)COc2ccc(C(C)C)cc2)CC(C)O1 (stereo not drawn)	x	x	17	670	i	1.4	3.7	1.6	6.8	i	4	-0.5%	i	40	19	42	-0.03	1145
CCN(CC)C(=O)c1sc2c(c1C)c(=O)n(-c1ccc(C)c(C)c1)c(=O)n2CC(=O)NCC1CCCO1 (stereo not drawn)	0.2	1114	4	702	i	0.4	2.5	2.6	8.9	i	6	-0.1%	i	53	-1	-12	0.1	1294
COc1ccccc1C(=O)Nc1cc(C)c(OCC(=O)N2CCOCC2)c(C)c1	x	x	5	832	i	3.9	x	x	x	x	x	-0.7%	i	69	x	x	x	x
COc1ccccc1NC(=O)Cc1csc(NC(=O)c2ccccc2)n1	0.7	1444	4	647	i	0.4	2.6	1.6	4.8	i	21	-1.5%	i	17	6	2	0.76	1339
COc1ccc(CC(=O)O/N=C(\N)Cc2ccc([N+](=O)[O-])cc2)cc1	-0.1	1286	0	710	i	0.3	x	x	x	x	x	-0.1%	i	23	x	x	-0.74	1117
CCn1cc([C@@H]2C[C@H]3CN(Cc4cccc(Cl)c4)C(=O)[C@]34CCCN24)cn1	2.8	974	-19	660	i	0.2	3.0	1.9	8.0	i	32	-0.9%	i	64	9	10	0.47	1479
CC(C)S(=O)(=O)C/C(N)=N/OS(=O)(=O)c1ccc(Cl)cc1	-3.4	1236	3	685	i	0.7	x	x	x	x	x	0.1%	i	35	x	x	x	x
CCN(C(=O)COC(=O)C1CCN(S(=O)(=O)c2cccs2)CC1)c1ccccc1	-3.4	1043	3	664	i	0.1	2.7	4.9	8.8	i	1	-0.3%	i	33	-1	-7	x	x
COc1ccc(S(=O)(=O)NCc2cc(=O)n(C)c(=O)n2C)cc1C	x	x	20	742	i	0.5	x	x	x	x	x	0.2%	i	28	x	x	x	x
COc1cc(C=O)cc(Br)c1OCC(N)=O	0.2	1474	2	707	i	0.1	3.9	0.9	2.3	i	10	-0.1%	i	59	14	22	1.3	1324
CCC1=Nc2cc(C(=O)NCCN3CCOCC3)ccc2Sc2ccccc21	x	x	-2	704	i	4.4	x	x	x	x	x	-0.6%	i	17	x	x	x	x
Cc1ccc(O/C=C2\OC(=O)c3ccccc32)cc1	x	x	-2	757	i	1.2	4.8	2.0	6.6	i	-3	0.3%	i	39	16	3	x	x
COc1ccc(S(=O)(=O)N2CCC(NC(=O)c3cccnc3)CC2)cc1	x	x	9	824	i	3.5	x	x	x	x	x	0.6%	i	14	x	x	x	x
C=CCN(C1CCCCC1)S(=O)(=O)c1ccc2c(c1)oc(=O)n2C	-2.8	1186	x	x	i	1.9	5.8	1.7	1.8	i	7	0.3%	i	41	19	-2	-0.57	848
Cn1c2c(c(=O)[nH]c1=O)C(c1cccc(O)c1)C1=C(N2)c2ccccc2C1=O (stereo not drawn)	3.2	549	-11	627	x	x	20*	16*	55*	i	25	0.8%	x	x	-15	-8	-4.5	869
CC(=O)Nc1ccc(S(=O)(=O)NNC(=O)NC23CC4CC(CC(C4)C2)C3)cc1	x	x	9	620	u	x	x	x	x	x	x	0.6%	i	7	x	x	x	x
Cc1ccc(C)c(N2CCN(S(=O)(=O)c3ccc(-c4ccc(=O)[nH]n4)o3)CC2)c1	x	x	11	679	i	0.8	x	x	x	x	x	-1.0%	i	37	x	x	x	x
Cc1cc(C(=O)NCc2ccc(S(N)(=O)=O)cc2)c(C)o1	-3.5	1197	2	756	i	8.1	2.7	2.7	9.6	i	2	-0.1%	i	51	-11	4	-0.42	1235
Cc1cc(C)nc(NC2=NCCN2C(=S)Nc2c(C)cccc2C)n1	-2.2	1006	-8	685	i	0.7	4.7	2.9	3.4	i	0	0.7%	i	41	11	-2	-0.14	1562
C=C(C)Cc1c(C)c(C#N)c2[nH]c3ccccc3n2c1=O	x	x	-1	799	i	0.5	x	x	x	x	x	-0.5%	i	59	x	x	x	x
O=C(c1ccccc1NS(=O)(=O)c1ccc2c(c1)OCCO2)N1CCOCC1	-0.8	1185	0	734	i	6.8	2.7	1.2	1.4	i	-1	0.0%	i	35	-5	-9	0.26	1251
CC12CCC(C(=O)N(CCCN3CCN(Cc4ccccc4)CC3)C1=O)C2(C)C (stereo not drawn)	0.3	1574	-8	607	i	0.7	2.2	1.9	7.6	i	2	-0.7%	i	28	-6	-3	x	x
COc1ccc(N2C(=O)CCC2=O)cc1	-1.2	1027	-4	711	i	1.4	5.1	2.5	5.4	i	-8	0.2%	i	32	-3	-14	x	x
N=C1c2ccccc2CN1c1ccc(S(=O)(=O)N2CCCCC2)cc1	-5.0	1166	4	667	+	7.2*	4.5	3.1	12	i	3	0.3%	i	19	-12	-5	0.4	1532
O=C(c1cc(-c2ccc(O)cc2)on1)N1CCOCC1	x	x	-1	738	i	4.4	x	x	x	x	x	-0.1%	i	31	x	x	x	x
CN(C)CC#Cc1cncc(C(=O)NNC(=O)Nc2ccc(Cl)cc2)c1	-2.0	1121	16	714	i	0.4	x	x	x	x	x	-0.1%	i	30	x	x	-0.14	1346
Cc1c(/C=N\NC(=O)c2ccc([N+](=O)[O-])cc2)cnn1C	2.3	499	26	731	i	0.5	2.6	1.7	3.8	i	-6	0.7%	i	5	-19	-16	0.07	1305
CCCOC(=O)C(C)n1cnc2scc(-c3ccc(C)cc3)c2c1=O (stereo not drawn)	x	x	7	861	i	0.3	x	x	x	x	x	-0.8%	i	43	x	x	x	x
COc1ccccc1N(C1=NCCCS1)S(=O)(=O)c1ccc(C(C)(C)C)cc1	0.2	981	-15	731	i	0.8	4.0	1.7	5.0	i	-5	-1.0%	i	35	42	7	-0.76	1421
Cc1nnc(N2CCN(c3ccccc3)CC2)[nH]c1=O	-3.7	1174	6	795	i	0.9	1.9	1.5	3.0	i	11	-0.5%	i	5	-15	-8	-1.8	1146
O=C(NC1(C(F)(F)F)C(=O)Nc2c1c(=O)[nH]c(=O)n2Cc1ccccc1)c1ccco1 (stereo not drawn)	0.5	1402	x	x	i	0.5	3.5	1.2	5.6	i	-1	0.0%	i	15	-10	1	-0.37	1577
Cc1ccc(NC(=O)c2cncc(Br)c2)c(O)c1	0.6	1434	34	680	i	0.0	3.6	2.6	3.9	i	-2	-1.1%	i	9	-10	-6	0.04	1375
CC(C)Cc1cc(C(=O)N2CCCC(CO)(Cc3ccc(F)cc3)C2)no1 (stereo not drawn)	x	x	-16	629	i	0.9	x	x	x	x	x	-0.3%	i	1	x	x	x	x
c1ccc(CCNCCOc2ccccc2)cc1	x	x	-3	800	i	0.5	x	x	x	x	x	-0.4%	i	29	x	x	x	x
O=[n+]1cc(-c2ccccc2)n([O-])c2c1CCCCC2	3.3	432	2	594	i	0.6	2.6	1.7	2.6	i	3	-0.7%	i	20	11	-1	-0.02	1226
CCOC(=O)C(C(=O)Nc1ccc(C)cc1)C1CCCCC1 (stereo not drawn)	x	x	15	809	i	0.9	2.1	1.6	12	i	4	0.0%	i	58	5	-3	-0.46	955
